Screening data from PubChem BioAssay.
Lamin A splicing = changes lamin A minigene splicing in HeLa cells; HeLa LMNA splicing GFP/RFP minigene ratio, 48 h; Potency, µM (series often up to 46.1 µM), for the others: top-dose ratio change, negative = inhibition, most hits filed as inhibitors; hit rate 0.01% among 200,000; active means well fitted inhibition curve with a large enough effect in the signal ratio, with a control signal flat, not every such curve was filed as active; inconclusive means small, poorly fitted or top-dose-only effect, or effect the other way, or a change in a side signal; the % refers to the signal ratio; further: potency means the concentration at half of the fitted maximal effect; on the % scale 0 is the no-effect control and ±100 the full control effect
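S3 HeLa stable clones carrying a lamin A-EGFP splicing minigene plus DsRed2 were seeded at 600 cells/well in Opti-MEM with 2% FBS, pin-dosed and incubated 48 h at 37°C. Acumen cytometry (488 nm) gave the GFP/RFP total-intensity ratio.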
CBFb-RUNX1 inh = blocks binding between human CBF-beta and RUNX1. Q01196+Q13951. Potency, µM (series often up to 59.8 µM), for inactives: top-dose activity, negative = inhibition, actives largely listed as inhibitors. AID 1477. 230,000 tested, under 10 active. AlphaScreen CBFb-His/RUNX1-biotin binding, biochemical; further: % of control where 0% means no effect
Target sequence (Q01196 whole entry, looked up): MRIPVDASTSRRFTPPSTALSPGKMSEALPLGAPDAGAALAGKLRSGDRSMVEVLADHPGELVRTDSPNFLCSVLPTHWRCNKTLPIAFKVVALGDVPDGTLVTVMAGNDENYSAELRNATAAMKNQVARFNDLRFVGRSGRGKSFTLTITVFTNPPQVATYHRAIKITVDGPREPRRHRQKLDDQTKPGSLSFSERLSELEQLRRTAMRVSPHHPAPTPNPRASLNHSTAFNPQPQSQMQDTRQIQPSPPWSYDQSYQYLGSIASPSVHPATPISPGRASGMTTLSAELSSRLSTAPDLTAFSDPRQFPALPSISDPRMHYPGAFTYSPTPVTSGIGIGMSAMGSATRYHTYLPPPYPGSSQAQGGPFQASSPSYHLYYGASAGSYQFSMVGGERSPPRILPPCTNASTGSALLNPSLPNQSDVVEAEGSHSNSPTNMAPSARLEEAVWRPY
Target sequence (Q13951 whole entry, looked up): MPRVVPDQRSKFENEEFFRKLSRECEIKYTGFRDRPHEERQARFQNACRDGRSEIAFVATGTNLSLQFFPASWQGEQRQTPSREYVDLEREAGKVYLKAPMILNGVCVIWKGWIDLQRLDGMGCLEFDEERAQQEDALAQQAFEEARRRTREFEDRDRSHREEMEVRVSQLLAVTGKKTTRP
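Inhibition was taken as any reduction in AlphaScreen signal from the CBF-beta–RUNX1 pair (His and biotin tags, 30 nM each), measured after compound (15 min) and bead (90 min) incubations at room temperature.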
IMPase Li cell = IMPase inhibition in cells with lithium potentiation; CHO-M1 cells, IP1 TR-FRET (IP-One), carbachol + lithium; Potency, µM (series often up to 59.4 µM), without a hit: top-dose activity, negative = IMPase inhibition, hits mostly inhibitors; hit rate 0.35% among 210,000; AID 1457;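 further: IP1 builds up when IMPase is blocked and the TR-FRET signal falls; potency means the concentration at half of the fitted maximal effect; plate controls were basal vehicle for no effect and high inhibitor control for full effect; nearly all actives have a fitted effect of over 50% in size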
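CHO cells stably expressing M1 receptor (2000/well) were cultured 16–30 h, then exposed to compounds with a small lithium addition for 30 min at 37C. IP1 was measured by TR-FRET competition; AC50 from Hill fits.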
HTT aggregate = reduces HttQ103-GFP aggregates in PC12 cells | PC12 HttQ103-GFP aggregates, Acumen cytometry, 40 h | Potency, µM (highest dose often 46.1 µM), inactives show at the highest dose activity change, negative = inhibition, actives largely listed as inhibitors | hit rate 1.1% among 220,000 | AID 1688; further: potency means the concentration at half of the fitted maximal effect; on the % scale 0 is the no-effect control and ±100 the full control effect; nearly all actives have a fitted effect of over 60% in size
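Aggregates are detected as GFP objects 1–25 µm with signal 6 STDEV over background in lysates of induced PC12 cells. These carry Huntingtin exon 1 with 103 glutamines fused to GFP under an ecdysone promoter; compounds titrated.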
HTT cytoprotect = protects HTT-Q103 PC12 cells, measured by ATP; hit rate 0.14% among 230,000; PC12 HTT-Q103 induced, cytoprotection, ATP luminescence, 40 h; Potency, µM (series often up to 56.4 µM), without a hit: cytoprotection (ATP increase), hits mostly activators;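 further: potency means the concentration at half of the fitted maximal effect; % of control where 0% means no effect; nearly all actives have a fitted effect of over 45% in size; toxic huntingtin expression switched on by the ecdysone agonist tebufenozide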
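ATP quantification (ATPlite) reports survival of PC12 cells in which tebufenozide, 100 nM final, switches on Htt exon 1 with 103 glutamines linked to GFP; compounds are titrated.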
Luc counter = blocks Kinase-Glo luciferase, a counter-screen artifact; Q27757; Kinase-Glo luciferase, ATP luminescence, 8 min; Potency, µM (highest dose often 38.3 µM), for the others: at the highest dose activity change, negative = inhibition, most hits filed as inhibitors; hit rate 0.28% among 200,000; further: potency means the concentration at half of the fitted maximal effect; on the % scale 0 is the no-effect control and ±100 the full control effect; nearly all actives have a fitted effect of over 60% in size
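Light output from Kinase-Glo luciferase with luciferin and 10 uM ATP in 50 mM imidazole pH 7.2, KCl, MgCl2, Tween 20, BSA; compound pin-delivered, 8-min ambient incubation, then luminescence read.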
SMN2 splice up = increases expression of the SMN2 splice variant; HEK293 SMN2-luciferase splicing reporter, luminescence, 30-36 h; AID 1458; Potency, µM (highest dose often 46.1 µM), for inactives: top-dose activity change, positive = activation, most hits filed as activators; hit rate 2.8% among 210,000; further: potency means the concentration at half of the fitted maximal effect; % of control where 0% means no effect; nearly all actives have a fitted effect of over 55% in size
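HEK293 cells carry an SMN2 minigene-luciferase reporter in which exon 7 inclusion puts luciferase in frame. Cells were seeded at 2000 cells/well, attached for 10-12 hours, then exposed to compounds for 30-36 hours at 37C before ONE-Glo luminescence.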
* = called active by the depositor; ? = inconclusive; / = no result given; [ ] = dose if it differs, or a comment. Unless noted, the call rests on the fitted dose curve; in most records, active means well fitted curve in the direction sought with a large enough effect; inconclusive means small, poorly fitted or top-dose-only effect, or another doubt; inactive means no such curve, though single readings can be large; an effect the other way counts as inactive or inconclusive.

Molecule | Lamin A splicing | CBFb-RUNX1 inh | IMPase Li cell | HTT aggregate | HTT cytoprotect | Luc counter | SMN2 splice up
Cc1ccc(CCNC(=O)C2CCC(CNc3c(N4CCC(C)CC4)c(=O)c3=O)CC2)cc1 (centres undefined) | ? | 5%[2.36 µM] | 12% | 5% | / | 0% | -11%
O=C(COc1ccc(Cl)cc1Cl)NC(=S)N1CCCc2ccccc21 | ? | -7% | -95%[38.3 µM] | ? | 13% | 2% | -29%
Cc1nnc(SCC(=O)NCc2cccs2)n1-c1ccccc1 | 7% | 6% | -18%[38.3 µM] | -20% | -3%[0.074 µM] | 1% | -3%
CN(C1CCCCC1)S(=O)(=O)c1ccc(NC(=O)Cn2nc(-c3ccc(F)cc3)ccc2=O)cc1 | 3% | 9% | -12% | 28% | -10%[10 µM] | -2% | 1%
O=C1CCC(C(=O)N2CCC(CO)(Cc3ccc(Cl)cc3)CC2)=NN1 | / | -2% | 1% | 1%[9.22 µM] | -12%[10 µM] | -3% | /
O=C(Nc1ccc(S(=O)(=O)Nc2ncccn2)cc1)c1ccc(N2CCCC2=O)cc1 | / | 8% | / | -4%[9.22 µM] | 4%[10 µM] | / | /
COC(=O)c1ccccc1NC(=O)CSc1ccc(C)cc1 | 4% | ? | 3% | 6% | 8%[10 µM] | 0% | 4%
O=C1CC(=O)c2c1cccc2[N+](=O)[O-] | / | ? | / | -13%[9.22 µM] | 7%[10 µM] | / | /
CN1CCN(C(=S)Nc2ccccc2Cl)CC1 | -4% | 2% | 15%[38.3 µM] | 5% | 16% | -1% | -16%
NC(=O)NC(Cc1ccccc1)C(=O)NCC1(N2CCCCC2)CCCCC1 (centres undefined) | -2% | 5% | -1%[38.3 µM] | 4% | 10%[10 µM] | 2% | -3%
CN1CCN(C(=O)c2ccc(CS(=O)(=O)c3c(Cl)cccc3Cl)o2)CC1 | 1% | -2% | 0% | 9% | 9%[10 µM] | 0% | 14%
CCS(=O)(=O)c1ccc2c(c1)N(S(=O)(=O)c1ccc(OC)cc1)CC(C(=O)O)O2 (centres undefined) | -11% | 0% | 6%[38.3 µM] | 22% | -3% | -2% | 2%
CCc1ccccc1NC(=S)N(CCCN1CCN(C)CC1)Cc1cccs1 | / | 2% | 13% | 6% | 6% | -4% | -20%
COc1ccc(OC)c(/C=N/Nc2nncn2/N=C/c2cc(OC)ccc2OC)c1 | ? | 1% | -1% | ? | / | -7% | 5%
O=C(COc1ccccc1)Nc1ccc(S(=O)(=O)Nc2ncccn2)cc1 | 12%[46 µM] | 0% | 2% | -5% | -44%[inhibitor] | 3% | 3%
O=C1CC(=C(c2ccccc2)c2ccccc2)C(=O)N1CCCCN1CCN(c2cccc(Cl)c2)CC1 | ? | -15% | 25%[38.3 µM] | ? | -38% | -1% | -49%[inhibitor]
CCCCc1ccc(S(=O)(=O)NCCc2ccncc2)cc1 | ? | 8% | 19%[38.3 µM] | ? | 20%[10 µM] | 0% | -41%[inhibitor]
COc1cccc(CNC(=O)CN(C)S(=O)(=O)c2cnc[nH]2)c1 | ? | 2% | -3%[38.3 µM] | -5% | 4% | -3% | -13%
O=C(O)c1c2c(nc3ccc(Cl)cc13)CCC2 | 7%[46 µM] | ? | 0% | 2% | -37% | -2% | -10%
NC(=O)c1ccc(OCC(F)(F)F)nc1 | / | 3% | / | -4%[9.22 µM] | 1%[10 µM] | / | /
C/C(=N\NC(=O)CNc1cccc(C)c1)c1ccc(Br)s1 | -10% | -10% | 0% | 22% | 31%[10 µM] | 0% | 14%
CCNC(=S)Nc1c(C)n(C)n(-c2ccccc2)c1=O | -12%[46 µM] | -1% | -4% | 10%[9.22 µM] | 6%[10 µM] | 1% | /
CN(C)/C=C/C(=O)C(F)(F)F | / | -3% | 8% | 3% | -16% | 5% | -2%
O=C(Cn1cnc2c(nnn2-c2ccccc2)c1=O)NCc1ccc(F)cc1 | / | -2% | -8% | -21%[9.22 µM] | -38%[10 µM] | / | /
CCN(CC)c1ccc(/C=C2\NC(=O)NC2=O)cc1 | ? | -2% | 19% | 0% | 0%[10 µM] | -1% | 24%
CN(C)S(=O)(=O)c1ccc(NC(=O)c2cc(F)c(F)cc2Cl)cc1 | -1% | 2% | 9%[38.3 µM] | -10% | -14% | 5% | -10%
CCCc1cc(=O)[nH]c(SCC(=O)Nc2ccc(C)cc2)n1 | 43%[46 µM] | 14% | -4% | 7% | -24% | -1% | 8%
O=C(NC1CCCCCCC1)c1ccccc1O | ? | 11% | -3%[38.3 µM] | ? | -10% | -1% | 5%
Cc1ccc(S(=O)(=O)CCC(=O)OCC(=O)Nc2cc(C)on2)cc1 | -2% | 6% | 13%[38.3 µM] | 15% | 17% | 1% | -2%
COc1ccc2[nH]c(C)c(CCNC(=S)Nc3cc(C)ccc3C)c2c1 | 12% | -4%[2.36 µM] | 8% | -5% | / | -4% | -23%
Cc1cc(C)c(OCC(O)CNC(C)(C)C)c(C)c1 (centres undefined) | / | -6% | -13% | 7% | -19% | -2% | 0%
Cc1cc(=O)n2[nH]cnc2n1 | -3% | 5% | 3% | -10% | -6%[10 µM] | 3% | 21%
CC(NC(=O)C12CC3CC(C1)CC(n1cncn1)(C3)C2)C12CC3CC(CC(C3)C1)C2 (centres undefined) | -4% | -2% | 5%[38.3 µM] | -3% | -15% | -1% | -14%
CCOc1ccc(NC(=O)CC2C(=O)NCCN2C(=O)c2ccc(Cl)cc2)cc1 (centres undefined) | ? | 3% | 13% | -2%[9.22 µM] | 3%[10 µM] | 0% | /
CCOc1ccccc1Oc1c(C)oc2c(CN3CCN(C)CC3)c(O)ccc2c1=O | 1% | -1% | -19%[38.3 µM] | 2% | -2% | -4% | -7%
Cc1cc(C)n(-c2nc(-c3ccccc3)cs2)n1 | -8% | 12% | 33%[38.3 µM] | 6% | -10% | -4% | 23%
Cc1ccc(OCCCc2c(C)n[nH]c2C)cc1 | / | -3% | 6% | -10% | -21% | 8% | -107%[inhibitor]
O=C(NC1CCCCC1)C(c1ccc(F)cc1)N(Cc1ccco1)C(=O)Cn1nnc2ccccc21 (centres undefined) | 1% | 4% | 30%[38.3 µM] | 2% | -8% | 0% | 27%
COCCCN1C(=O)C(=O)/C(=C(/O)c2ccc(OC)cc2)C1c1ccc(O)c(OC)c1 (centres undefined) | -6% | 1% | -3%[38.3 µM] | 23% | -6%[10 µM] | 4% | -6%
CC(=O)Nc1c([N+](=O)[O-])cc2[nH]c(=O)[nH]c2c1[N+](=O)[O-] | / | 8% | 23% | 25% | -2%[10 µM] | 3% | 10%
COc1ccc2nc(N3C(=O)CC(Cc4cc(C)cc(C)c4)C3=O)sc2c1 (centres undefined) | 1% | 0% | 0%[38.3 µM] | 9% | -23% | -2% | 6%
CC(C)c1c(O)ccc2c1CCC1[C@@](C)(C=O)CCC[C@@]21C (some centres undefined) | / | 16% | 13% | / | -297%[inhibitor] | -3% | -18%
COc1ccc(NC(=S)Nc2ccccc2SC)c(OC)c1 | / | 1% | -2% | -16% | -24% | 2% | /
COC1CCCCC1NS(=O)(=O)c1ccccc1 (centres undefined) | -7% | 8% | -1% | -2% | 5%[10 µM] | 1% | 1%
CC(C)N(CC(N)=O)C(=O)c1sc2cc(F)ccc2c1Cl | ? | 9% | 7% | 14% | -4%[10 µM] | 4% | 4%
COc1cccc(OC)c1OCCCOc1ccc([N+](=O)[O-])cc1Cl | ? | 12% | 10% | -8% | 16%[10 µM] | 1% | -31%[inhibitor]
O=c1[nH]c(/C=C/c2ccc(Br)cc2)nc2c1cnn2-c1ccccc1 | 15%[46 µM] | 4% | 8% | -1% | -44%[10 µM] | 0% | 18%
O=C1CCC2S/C(=C/Nc3ccc(C(F)(F)F)cc3)C(=O)N12 (centres undefined) | 7%[46 µM] | -2% | 22% | 1% | -69%[inhibitor] | -3% | -80%[inhibitor]
COc1ccc(Nc2ncc(C(=O)N3CCN(Cc4ccccc4)CC3)c3ccccc23)cc1 | 9% | 1% | 11%[38.3 µM] | ? | -61%[inhibitor] | 1% | -41%[inhibitor]
N#Cc1c(SCC(N)=O)nsc1SCc1ccccc1Cl | -7% | -3% | 19%[38.3 µM] | 6% | -4% | -6% | -1%
Cc1ccc(C(=O)Nc2nnc(NC(=S)Nc3ccccc3)s2)cc1 | / | -22% | 2% | -9%[9.22 µM] | -30%[10 µM] | / | /
CCOC(=O)c1c(OCC)[nH]c2c1cc(O)c1ccccc12 | 7% | -15% | 29%[38.3 µM] | -25% | -11% | -1% | -9%
CC(C)CNC(=O)C1CCN(c2ccc(S(=O)(=O)N3CCOCC3)cc2[N+](=O)[O-])CC1 | / | 10% | / | 15%[9.22 µM] | 18%[10 µM] | / | /

Given with values under each structure: 3 of the compounds above.
Value order – Lamin A splicing	CBFb-RUNX1 inh	IMPase Li cell	HTT aggregate	HTT cytoprotect	Luc counter	SMN2 splice up
O=c1[nH]c(/C=C/c2ccc(Br)cc2)nc2c1cnn2-c1ccccc1
  15%[46 µM]	4%	8%	-1%	-44%[10 µM]	0%	18%
N#Cc1c(SCC(N)=O)nsc1SCc1ccccc1Cl
  -7%	-3%	19%[38.3 µM]	6%	-4%	-6%	-1%
Cc1ccc(C(=O)Nc2nnc(NC(=S)Nc3ccccc3)s2)cc1
  /	-22%	2%	-9%[9.22 µM]	-30%[10 µM]	/	/

A portion taken from the entries so far, for reference:
Molecule | Lamin A splicing | CBFb-RUNX1 inh | IMPase Li cell | HTT aggregate | HTT cytoprotect | Luc counter | SMN2 splice up
CC(C)N(CC(N)=O)C(=O)c1sc2cc(F)ccc2c1Cl | ? | 9% | 7% | 14% | -4%[10 µM] | 4% | 4%
COc1cccc(OC)c1OCCCOc1ccc([N+](=O)[O-])cc1Cl | ? | 12% | 10% | -8% | 16%[10 µM] | 1% | -31%[inhibitor]
O=c1[nH]c(/C=C/c2ccc(Br)cc2)nc2c1cnn2-c1ccccc1 | 15%[46 µM] | 4% | 8% | -1% | -44%[10 µM] | 0% | 18%
O=C1CCC2S/C(=C/Nc3ccc(C(F)(F)F)cc3)C(=O)N12 (centres undefined) | 7%[46 µM] | -2% | 22% | 1% | -69%[inhibitor] | -3% | -80%[inhibitor]
COc1ccc(Nc2ncc(C(=O)N3CCN(Cc4ccccc4)CC3)c3ccccc23)cc1 | 9% | 1% | 11%[38.3 µM] | ? | -61%[inhibitor] | 1% | -41%[inhibitor]
N#Cc1c(SCC(N)=O)nsc1SCc1ccccc1Cl | -7% | -3% | 19%[38.3 µM] | 6% | -4% | -6% | -1%
